Nrf2 ARE act: activates Nrf2 signaling; hit rate 0.31% among 410,000; AID 624171; AREc32 ARE-luciferase reporter (MCF7-derived line), luminescence, 24 h; Potency, µM (highest dose often 46.1 µM), for inactives: top-dose activation, actives largely listed as activators; also: % of control where 0% means no effect; nearly all actives have a fitted effect of over 65% in size
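AREc32 cells carrying an ARE-driven firefly luciferase reporter were seeded at 1000 cells/well in OPTI-MEM with 5% FBS, then exposed to compound for 24 hr at 37 deg C. Luminescence was read with Steady-Glo after 30 min at RT.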
MCF10A rereplic: induces DNA re-replication in MCF 10a normal breast cells | MCF 10A DNA re-replication, Hoechst nuclear intensity, 48 h | Potency, µM (series often up to 46.1 µM), for inactives: at the top dose activity, positive = re-replication, usual class: activators | hit rate 2.9% among 350,000; also: % of control where 0% means no effect; nearly all actives have a fitted effect of over 50% in size
S2 tox: reduces viability in counter-screen for ATXN expression inhibitors | S2 cells (HEK-293 line with an ATXN2-luciferase reporter) viability, CellTiter-Fluor protease fluorescence, 24 h | Potency, µM (doses to about 56.7 µM), actives largely listed as cytotoxic | hit rate 0.49% among 400,000 | AID 651635; also: nearly all actives have a fitted effect of over 40% in size
TGFb inhibitor: inhibitors of TGF-b signaling. HepG2 CAGA-GFP TGF-b/SMAD3 reporter, GFP fluorescence, 18 h; TGF-beta stimulated, 500 pg/mL final. hit rate 1.2% among 410,000. Potency, µM (doses to about 46.1 µM), without a hit: at the highest dose activity, negative = inhibition, most hits filed as inhibitors; also: % is scaled to controls: 0 for no effect and ±100 for the full control effect; nearly all actives have a fitted effect of over 65% in size
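HEPG2 CAGA-GFP reporter cells (1000/well, DMEM with 1% FBS) received compounds, then recombinant TGF-beta at 500 pg/mL final for 18 hours at 37 degrees C. Per-cell GFP summed per well was normalised to unstimulated and stimulated DMSO controls before curve fitting.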
HepG2 viability: HepG2 cytotoxicity, counter-screen for TGF-b inhibitors; AID 588856; HepG2 CAGA-GFP viability, ATP luminescence, 18 h; hit rate 0.76% among 410,000; Potency, µM (series often up to 46.1 µM), inactives show at the highest dose activity change, negative = cytotoxicity, usual class: cytotoxic; also: some results filed as inactive show a strong effect at the top dose
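HepG2 CAGA-GFP cells (1000/well, DMEM with 1% FBS) received compound, then TGF-beta at 500 pg/mL final, and were incubated 18 hours at 37 degrees C. Viability was read by CellTiter-Glo luminescence. Media-only wells were set as complete cell-killing and DMSO as no toxicity.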
Nrf2 block: inhibitors of Nrf2 signaling. A549 ARE-Fluc reporter, luciferase luminescence, 18-24 h. Potency, µM (doses to about 46 µM), without a hit: at the highest dose activity change, negative = inhibition, actives largely listed as inhibitors. hit rate 2.1% among 360,000; also: % is scaled to controls: 0 for no effect and ±100 for the full control effect; nearly all actives have a fitted effect of over 60% in size
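In this cell-based qHTS, ARE-driven firefly luciferase in A549 cells reports Nrf2 activity; the luminescent signal after BugLite lysis is the measured value, with a prior CellTiter-Fluor read for cell health.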
ATXN2 expr inh: inhibitors of ATXN2 expression; HEK-293 ATXN2-luciferase reporter, luminescence, 24 h; Potency, µM (highest dose often 57 µM), for the others: top-dose activity change, negative = inhibition, usual class: inhibitors; hit rate 0.72% among 360,000; AID 1745845; also: % is scaled to controls: 0 for no effect and ±100 for the full control effect; nearly all actives have a fitted effect of over 55% in size
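ATXN2-luciferase reporter cells (luciferase flanked by upstream and downstream ATXN2 gene portions) were treated 24 h at 37 °C with compounds at up to 57 uM. SteadyGlo luminescence gave expression; GF-AFC fluorescence gave viability.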
A549 viability: kills or reduces viability of A549 cells in Nrf2 counter-screen; A549 ARE-Fluc cells, CellTiter-Fluor viability, 18-24 h; hit rate 0.16% among 390,000; Potency, µM (highest dose often 46 µM), inactives show at the top dose activity change, negative = cytotoxicity, hits mostly inhibitors; also: % is scaled to controls: 0 for no effect and ±100 for the full control effect
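A549 ARE-Fluc cells in 5% FBS OPTI-MEM, 5000 cells/well, rested 2 h then exposed to compounds in concentration-response for 18-24 h at 37 °C. Viability by CellTiter-Fluor fluorescence (Ex 405/Em 525) after 30 min; luciferase luminescence (BugLite, 15 min, RT) read afterwards.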
EPAC2 antagonist: EPAC2 (human) antagonism. Q8WZA2. EPAC2 GEF exchange of Rap1B-BODIPY-GDP, fluorescence. Potency, µM (doses to about 114 µM), without a hit: top-dose activity, negative = inhibition, most hits filed as inhibitors. hit rate 0.18% among 360,000. AID 720708; also: % is scaled to controls: 0 for no effect and ±100 for the full control effect; nearly all actives have a fitted effect of over 45% in size; many of its hits are not listed in these tables
Target sequence (Q8WZA2 whole entry, looked up): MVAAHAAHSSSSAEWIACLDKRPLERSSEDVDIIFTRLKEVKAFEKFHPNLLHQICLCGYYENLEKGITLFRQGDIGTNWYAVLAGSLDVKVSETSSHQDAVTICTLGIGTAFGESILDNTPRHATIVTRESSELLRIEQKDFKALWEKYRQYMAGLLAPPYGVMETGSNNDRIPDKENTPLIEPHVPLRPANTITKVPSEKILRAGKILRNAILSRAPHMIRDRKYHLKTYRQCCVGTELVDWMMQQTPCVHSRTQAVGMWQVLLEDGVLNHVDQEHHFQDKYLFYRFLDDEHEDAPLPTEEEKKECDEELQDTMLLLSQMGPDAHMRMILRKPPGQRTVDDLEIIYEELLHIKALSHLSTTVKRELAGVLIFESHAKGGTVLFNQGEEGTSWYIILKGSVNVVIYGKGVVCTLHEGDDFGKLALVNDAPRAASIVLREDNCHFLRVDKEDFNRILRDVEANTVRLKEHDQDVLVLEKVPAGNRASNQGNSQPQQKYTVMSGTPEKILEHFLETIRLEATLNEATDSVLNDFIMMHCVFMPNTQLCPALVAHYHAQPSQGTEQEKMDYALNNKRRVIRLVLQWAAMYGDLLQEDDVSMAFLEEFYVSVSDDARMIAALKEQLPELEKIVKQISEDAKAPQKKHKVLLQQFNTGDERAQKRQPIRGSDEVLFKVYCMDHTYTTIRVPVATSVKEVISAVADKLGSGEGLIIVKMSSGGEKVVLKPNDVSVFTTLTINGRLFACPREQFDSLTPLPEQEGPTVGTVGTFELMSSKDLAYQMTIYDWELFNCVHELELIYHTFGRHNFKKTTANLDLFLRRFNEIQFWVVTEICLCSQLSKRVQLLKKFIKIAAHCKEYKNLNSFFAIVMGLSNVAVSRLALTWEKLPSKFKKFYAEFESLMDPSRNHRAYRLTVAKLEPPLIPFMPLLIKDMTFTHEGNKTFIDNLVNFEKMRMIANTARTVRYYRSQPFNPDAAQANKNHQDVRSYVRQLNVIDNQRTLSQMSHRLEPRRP
Active calls of the source: *; i = inactive; ? = inconclusive; . = not tested or not shown; & = joins results of further samples; [ ] = another dose, or the depositor's remark. Calls follow the shape of the dose curve; as a rule, active = well fitted curve in the direction sought with a large enough effect; inconclusive = small, poorly fitted or top-dose-only effect, or another doubt; inactive = no such curve, though single readings can be large; an effect the other way counts as inactive or inconclusive. Potency is read from the fitted curve at half-maximal effect.

Fields: Nrf2 ARE act, MCF10A rereplic, S2 tox, TGFb inhibitor, HepG2 viability, Nrf2 block, ATXN2 expr inh, A549 viability, EPAC2 antagonist
#1 CCC(CC)NC(=O)c1cc([N+](=O)[O-])ccc1N1CCOCC1
 : -0.9%[9.22 µM], -4%, i, 12%, 3%, 11%, -3%, -15%, 10%
#2 CC(C)c1ccc(NC(=O)COc2ccc(C3SCCS3)cc2)cc1
 : -0.2%, 15%, i, 5%, 0%, 9%, -5%, 2%, 16%
#3 Cc1nn(S(=O)(=O)c2ccc(F)cc2)c(C)c1S(=O)(=O)N1CCOCC1
 : 0.2%, -5%, i, -6%, 5%, 5%, 0%, -6%, 3%
#4 COc1ccc(CCNC(=O)c2ccc3c(c2)NC(=O)C(N2CCOCC2)S3)cc1OC (configuration not stated)
 : 0.2%, -7%, i, ?, 5%, -22%, 6%, 0%, -7%
#5 O=C(NCC1CCCCC1)c1cccc(S(=O)(=O)N2CCCC2)c1
 : 1.9%, ?, i, ?, -42%, -4%, -7%, 10%, 4%
#6 COc1cccc(C2=NOC(C(=O)Nc3ccc(C(C)=O)cc3)C2)c1 (configuration not stated)
 : 5.2%, 22%, i, 0%, 2%, ?, 28%, 0%, -5%
#7 Cc1ccc(/C=C(\C#N)C(=O)NCC2CCCO2)o1 (configuration not stated)
 : 3.8%, 4%, i, 3%, 0%, 14%, 11%, -7%, -1%
#8 NC(=O)c1ccc(NC(=O)CNCc2ccccc2Cl)cc1
 : 0.6%, 3%, i, 17%, 15%, 15%, 10%, 2%, 5%
#9 CCOC(=O)c1cn(-c2ccc([N+](=O)[O-])cc2)c2cc(Cl)c([N+](=O)[O-])cc2c1=O
 : 0.3%, -2%, i, -2%, -14%, 16%, -9%, -4%, 6%
#10 COc1ccnc(NCc2cccnc2)c1C#N
 : -0.4%, -13%, i, -14%, -6%, ?, 4%, 1%, 4%
#11 O=C(O)COCC(=O)N1CCN(C2c3ccccc3-c3ccccc32)CC1
 : -0.3%, -1%, i, -3%, -22%, -13%, 1%, 3%, 6%
#12 CCNC(=S)NNC(=O)c1cc(C2CC2)nc2ccccc12
 : -0.3%, 13%, i, -18%, -2%, ?, -7%, 5%, -1%
#13 CC(C(=O)Nc1ccc(Cl)cc1)c1ncc(C(F)(F)F)cc1Cl (configuration not stated)
 : 2.8%, ?, i, 1%, -31%, ?, ?, -9%, 6%
#14 Cc1ccccc1CNS(=O)(=O)c1ccccc1[N+](=O)[O-]
 : 5.0%, 25%, i, 3%, 3%, 5%, -14%, 0%, -10%
#15 Nc1ccc(-c2n[nH]c(=O)c3ccccc23)cc1N
 : 3.4%, ?, i, 4%, 16%, 16µM*, 21%, 0%, -14%
#16 CCOc1cc(CNC(=O)c2ccc3c(c2)N(C)C(=O)C2CCCCN32)ccc1OC (configuration not stated)
 : 10%, ., i, 15%, -11%, ., 15%, 15%, .
#17 CCCCc1ccc(/C=C2/C(=O)ON=C2c2ccccc2)s1
 : 3.7%, ?, i, ?, -8%, -11%, -8%, 11%, -13%
#18 O=C(CCN1C(=O)COc2ccccc21)NCCN1CCN(c2ccccc2F)CC1
 : 0.2%, -2%, i, 1%, 0%, -8%, 6%, -2%, 1%
#19 Cc1ccc(C(=O)NC2CC(C)(C)NC(C)(C)C2)cc1C
 : 0.2%, -2%, i, 12%, -11%, -9%, -12%, 3%, 0%
#20 c1ccc(-c2cc3c(ccc4nonc43)nn2)cc1
 : ?, -1%, i, 4%, -1%, ?, 56%[activator], -3%, 10%
#21 CN(C)/C=N/c1cc(=O)[nH]c(=O)n1C
 : 0.0%, ?, i, ?, 7%, -10%, 8%, -4%, -5%
#22 O=C(Cn1ncc2c([nH]c3ccccc32)c1=O)Nc1cccnc1
 : -0.2%, 3%, i, 22%, -6%, -4%, ., 0%, -6%
#23 Cc1ccc2c(c1)C(=O)CC1(CCCC1)O2
 : 0.2%, -18%, i, 2%, -2%, 9%, 4%, -5%, 6%
#24 Cc1ccc(OCc2nnc(SCC(=O)Nc3nccs3)n2-c2ccccc2)cc1C
 : -0.3%, 0%, i, -2%, -4%, ., -25%, 1%, -5%
#25 COc1ccc(/C=C/C(=O)NCC(=O)N=Nc2c(O)[nH]c3ccc([N+](=O)[O-])cc23)cc1
 : 2.1%, 15%, i, 6%, 5%, -28%, 1%, -11%, -2%
#26 CCOc1ccc(NC(=O)C(CC(=O)O)Cc2ccccc2)cc1 (configuration not stated)
 : -0.3%, -4%, i, -3%, -35%, 5%, -33%, 0%, 4%
#27 CC(O)c1nc2ccccc2n1C(C)c1ccccc1 (configuration not stated)
 : -0.6%, 2%, i, -4%, 0%, -3%, ., -1%, -18%
#28 COc1ccc2c(c1)cc1c(=O)n(CC(=O)NC3CCCCC3)nc(C)n12
 : 0.2%, ., i, -8%, -8%, -1%, 5%, 0%, .
#29 Nc1ncnc2c1ncn2[C@@H]1O[C@H](CNCc2c(OCc3ccccc3F)ccc3ccccc23)[C@@H](O)[C@H]1O
 : 7.4%, ?, ?, ?, -16%, -21%, -27%, ?, -2%
#30 COC(=O)C(C)n1nc(C)n(-c2ccc(C)cc2)c1=O (configuration not stated)
 : -0.7%, 3%, i, 3%, -2%, -2%, 3%, 2%, 1%
#31 Nc1nnc(-c2ccncc2)s1
 : 0.0%, 2%, i, 17%, -6%, 8%, 0%, 0%, -4%
#32 COc1ccc(C(=O)N2CCCCC2c2cc(C(=O)Nc3ccc(F)c(Cl)c3)no2)cc1 (configuration not stated)
 : 5.5%, ., i, -17%, -14%, ., -12%, ., 11%
#33 CCCCC(=O)N(c1ccc(C(=O)O)cc1)c1nc(-c2ccc(Cl)cc2)c(CC)s1
 : -0.7%, 6%, i, -11%, 7%, 9%, ., -6%, ?
#34 O=C1NC[C@H](CCCCN2C[C@H](Cc3ccc(O)cc3)N(Cc3ccccc3)C(=O)C2=O)N(Cc2ccccc2)C1=O
 : 0.2%, ., i, ., ., ., 9%, ., 0%
#35 COc1ccc(CN2C(=O)c3ccccc3C(/C=N/OCc3ccc(Cl)cc3)C2=O)cc1 (configuration not stated)
 : -0.3%, 19%, i, ?, -57%, ., ?, -20%, -23%
#36 COc1ccc(CCNC(=O)c2cn(C)c3ccc(S(=O)(=O)N4CCOCC4)cc3c2=O)cc1OC
 : -0.4%&3.2%, -1%, i, 1%&3%, 2%&14%, ?, 6%&15%, -13%&-2%, -13%
#37 O=C1Nc2ccccc2N(O)N1c1cc(-c2cccc(Cl)c2)no1
 : -0.7%, 2%, i, 0%, 3%, 11%, 0%, -17%, -1%
#38 CCOC(=O)N1CCN(C(=O)CN(C)S(=O)(=O)c2ccc3c(c2)C(C)(C)C(=O)N3C)CC1
 : -0.4%, -3%, ?, 1%, -7%, 11%, 9%, 1%, -3%
#39 Cc1cccc(NC(=O)c2cc([N+](=O)[O-])ccc2Cl)c1O
 : ?, -8%, i, 23%, 3%, 1%, 5%[11.3 µM], -3%, 1%
#40 Cc1ccc(CN2CCN(C3CCN(C(=O)c4ccc(C)cc4)CC3)C(=O)C2=O)cc1
 : -0.6%, ., i, -28%, -1%, 15%, -4%, 16%, .

Overlap with the part before: three compounds, then new ones.
Fields: Nrf2 ARE act, MCF10A rereplic, S2 tox, TGFb inhibitor, HepG2 viability, Nrf2 block, ATXN2 expr inh, A549 viability, EPAC2 antagonist
#38 CCOC(=O)N1CCN(C(=O)CN(C)S(=O)(=O)c2ccc3c(c2)C(C)(C)C(=O)N3C)CC1
 : -0.4%, -3%, ?, 1%, -7%, 11%, 9%, 1%, -3%
#39 Cc1cccc(NC(=O)c2cc([N+](=O)[O-])ccc2Cl)c1O
 : ?, -8%, i, 23%, 3%, 1%, 5%[11.3 µM], -3%, 1%
#40 Cc1ccc(CN2CCN(C3CCN(C(=O)c4ccc(C)cc4)CC3)C(=O)C2=O)cc1
 : -0.6%, ., i, -28%, -1%, 15%, -4%, 16%, .
#41 CCOC(=O)C(=CNc1cccc(N)n1)C(=O)OCC
 : -0.7%, 6%, i, 2%, -15%, 0%, -1%, 8%, 0%[57.1 µM]
#42 N#C/C(=C\c1ccc(O)c(O)c1)C(=O)Nc1cccc2ncccc12
 : 3.9%, 5%, i, 7%, -4%, 29%, -4%, -5%, 9%
#43 Cc1[nH]nc2c1/C(=N\O)CC(C)(C)C2
 : -0.5%, 0%, i, 17%, -18%, ., -11%, 5%, -3%
#44 Cn1cc([N+](=O)[O-])c(C(=O)NCc2ccccc2)n1
 : 0.0%, 4%, i, 36%[activator], 33%, -13%, -34%, 7%, 6%
#45 Cc1ccccc1-n1c(SCC(=O)N(C)C2CCS(=O)(=O)C2)nnc1-c1ccncc1 (configuration not stated)
 : 0.4%, 0%, i, -17%, 1%, -9%, -18%, 4%, 5%
#46 CCN=C1SC(C(=O)Nc2cccc(Br)c2)CC(=O)N1CC (configuration not stated)
 : -0.2%, 4%, ?, -9%, 2%, 0%, -13%, 1%, 4%
#47 O=C(NCCNC(=O)c1ccc(F)cc1)c1ccc(F)cc1
 : 2.1%, 2%, i, 4%, 5%, -10%, 5%, 0%, -6%

Just HepG2 viability, S2 tox and TGFb inhibitor, for 2 of the compounds above:
cpd | Compound | HepG2 viability | S2 tox | TGFb inhibitor
43 | Cc1[nH]nc2c1/C(=N\O)CC(C)(C)C2 | -18% | i | 17%
46 | CCN=C1SC(C(=O)Nc2cccc(Br)c2)CC(=O)N1CC (configuration not stated) | 2% | ? | -9%

An excerpt; rates above refer to the full screens.
